Vif-A3G inh: blocks the Vif interaction with human APOBEC3G. HeLa A3G-eYFP + Vif (tagged APOBEC3G with the HIV-1 protein that degrades it), YFP fluorescence, overnight. Potency, µM (titrated, usually from 46.1 µM), inactives show at the top dose activity, negative = active, hits mostly inhibitors. 410,000 tested, 0.076% active. AID 602310;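 also: potency is read from the fitted curve at half-maximal effect; % is scaled to controls: 0 for no effect and ±100 for the full control effect; nearly all actives have a fitted effect of over 60% in size; hits raise eYFP signal because A3G escapes Vif-driven loss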
Target sequence (Q9HC16 whole entry, looked up): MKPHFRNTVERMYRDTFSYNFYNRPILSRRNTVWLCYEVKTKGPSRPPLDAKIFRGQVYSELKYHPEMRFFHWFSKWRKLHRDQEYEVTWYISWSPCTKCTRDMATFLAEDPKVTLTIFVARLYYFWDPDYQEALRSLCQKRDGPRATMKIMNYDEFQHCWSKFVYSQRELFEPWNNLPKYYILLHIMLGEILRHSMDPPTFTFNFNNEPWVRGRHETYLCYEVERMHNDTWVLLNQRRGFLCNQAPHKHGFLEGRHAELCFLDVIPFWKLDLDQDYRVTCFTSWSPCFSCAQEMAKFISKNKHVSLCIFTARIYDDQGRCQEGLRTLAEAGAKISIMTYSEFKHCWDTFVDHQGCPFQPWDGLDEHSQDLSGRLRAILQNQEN
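HeLa cells stably expressing Vif and C-terminally eYFP-tagged A3G, seeded overnight at 37 deg C, then exposed to compound by pintool overnight at 37 deg C. Rise in yellow fluorescence (Ex 488/Em 500-530, Acumen) marks blocked Vif-driven A3G degradation.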
Glioma ERSR ind: induces the endoplasmic reticulum stress response in human glioma cells. U87-MG GRP78 promoter luciferase reporter, 16 h. AID 602332. 420,000 tested, 0.02% active. Potency, µM, without a hit: at the top dose activation, most hits filed as activators; also: potency is read from the fitted curve at half-maximal effect; series mostly up to about 76 µM; % of control where 0% means no effect; nearly all actives have a fitted effect of over 35% in size
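Stably transfected U87-MG glioma cells carrying a GRP78-based luciferase sensor; 16 h compound incubation. Luminescence end-point read 10 min after Bright-Glo addition at room temperature.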
IDH1 R132H inh: inhibitors of human mutant IDH1 R132H. O75874. IDH1-R132H enzyme, NADPH consumption, diaphorase/resazurin fluorescence. Potency, µM (highest dose often 76.6 µM), without a hit: at the top dose activity change, negative = inhibition, usual class: inhibitors. 390,000 tested, 0.093% active. AID 602179; also: potency is read from the fitted curve at half-maximal effect; % is scaled to controls: 0 for no effect and ±100 for the full control effect; nearly all actives have a fitted effect of over 65% in size
Target sequence (O75874 whole entry R132H, stated change not applied): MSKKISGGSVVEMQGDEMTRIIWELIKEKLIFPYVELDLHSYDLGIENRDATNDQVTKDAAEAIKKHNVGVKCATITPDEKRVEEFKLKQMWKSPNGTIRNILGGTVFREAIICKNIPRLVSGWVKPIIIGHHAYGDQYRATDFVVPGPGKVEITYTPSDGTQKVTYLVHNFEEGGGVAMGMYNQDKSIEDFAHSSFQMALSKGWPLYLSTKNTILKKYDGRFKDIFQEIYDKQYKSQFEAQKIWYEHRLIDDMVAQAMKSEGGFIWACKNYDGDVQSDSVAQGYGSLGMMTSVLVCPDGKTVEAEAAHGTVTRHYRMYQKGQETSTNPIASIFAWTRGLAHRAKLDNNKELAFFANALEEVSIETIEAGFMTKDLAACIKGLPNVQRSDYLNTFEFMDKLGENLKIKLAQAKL
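IDH1-R132H (0.5 ug/mL) preincubated 30 min with compound, then NADPH (0.016 mM) and alpha-KG (2 mM) added; 80 min at RT, pH 7.5. Remaining NADPH coupled via diaphorase/resazurin to fluorescence (540/590 nm); concentration-response curves normalized to no-enzyme control.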
RGS4 inh: inhibitors of human regulator of G protein signaling 4; Potency, µM (titrated, usually from 114 µM), for inactives: at the highest dose activity change, negative = inhibition, hits mostly inhibitors; 390,000 tested, 0.039% active; Transcreener GDP fluorescence polarization, RGS4-accelerated GTP hydrolysis; also: potency is read from the fitted curve at half-maximal effect; % is scaled to controls: 0 for no effect and ±100 for the full control effect; nearly all actives have a fitted effect of over 75% in size; some results filed as inactive show a strong effect at the top dose
Target sequence (P49798 whole entry, looked up): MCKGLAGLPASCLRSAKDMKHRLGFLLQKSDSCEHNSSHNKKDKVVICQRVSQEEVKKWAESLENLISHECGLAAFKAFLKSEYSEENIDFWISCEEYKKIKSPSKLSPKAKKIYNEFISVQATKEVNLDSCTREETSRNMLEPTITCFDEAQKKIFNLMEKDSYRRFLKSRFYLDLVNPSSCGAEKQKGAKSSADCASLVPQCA
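MLSMR compounds (23 nl, pin-transferred) preincubated 10 min at room temperature with a 500nM (2x) first reagent, then RGS4 at 900nM (2x) plus Transcreener GDP mix added; fluorescence polarization (620/688 nm) read before and after 90 min at 30 °C.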
LDHA block: LDHA (human) enzyme inhibition. P00338. activity change, % (values are at about 110 or 230 µM). AID 1347041. purified LDHA, NADH/diaphorase-resazurin fluorescence; active compounds read low. 480,000 tested, 0.15% active; in the data active = activity change below about -30%; inconclusive = mostly about -25% to -30%;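 also: plate controls were DMSO wells for no effect and wells without enzyme for full effect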
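Resorufin fluorescence (ex540/em590), read at 0 and 20 min after diaphorase/resazurin addition, reports the NADH left after a 5 min room-temperature reaction of 2 nM human LDH5 with 0.06 mM NADH and 0.2 mM pyruvate.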
USP1 inh: inhibitors of human USP1/UAF1 deubiquitinase; 390,000 tested, 0.23% active; recombinant USP1/UAF1, Ub-Rhodamine cleavage fluorescence; Potency, µM (series often up to 57.1 µM), inactives show at the highest dose activity change, negative = inhibition, usual class: inhibitors; O94782; also: potency is read from the fitted curve at half-maximal effect; % is scaled to controls: 0 for no effect and ±100 for the full control effect; nearly all actives have a fitted effect of over 60% in size; inactives centre near -12
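In this screen, compounds sit with the deubiquitinase complex (1nM) for 15 min at room temperature before Ub-Rho is added at 150nM final. Fluorescence rise is then followed for 6 reads every 60 seconds.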
Vif-A3F inh: blocks the Vif interaction with APOBEC3F | HeLa A3F-eYFP + Vif (tagged APOBEC3F with the HIV-1 protein that degrades it), YFP fluorescence increase | Potency, µM (top dose mostly 46.1 µM), without a hit: at the highest dose activity, negative = active | 390,000 tested, 0.2% active; also: potency is read from the fitted curve at half-maximal effect; % of control where 0% means no effect; nearly all actives have a fitted effect of over 65% in size
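HeLa cells stably expressing Vif plus C-terminally eYFP-tagged A3F were seeded, incubated overnight at 37 deg C, dosed with compound, incubated overnight again at 37 deg C. Yellow fluorescence (Ex 488/Em 500-530) reported blocked Vif-mediated A3F-eYFP degradation.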
TrxR1 inh: inhibitors of rat thioredoxin reductase 1; Potency, µM (highest dose often 114 µM), inactives show at the highest dose activity change, negative = inhibition, usual class: inhibitors; AID 588453; 390,000 tested, 1% active; recombinant rTrxR1, NADPH fluorescence consumption, selenite substrate; also: potency is read from the fitted curve at half-maximal effect; % is scaled to controls: 0 for no effect and ±100 for the full control effect; nearly all actives have a fitted effect of over 65% in size
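Rat TrxR1 (90 nM in the dispensed reagent) was pre-reduced with 400 uM NADPH for 5 min at room temperature, then incubated with compound for 15 min. After 400 uM selenite was added, NADPH fluorescence (Ex 340/Em 450 nm) was followed for 8 min.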
TrxR1 substrate: is turned over as a substrate by rat TrxR1; purified TrxR1 substrate turnover, NADPH consumption readout; Potency, µM (top dose mostly 114 µM), inactives show at the top dose activity change, negative = substrate turnover; 390,000 tested, 0.01% active; AID 588456; also: potency is read from the fitted curve at half-maximal effect; % is scaled to controls: 0 for no effect and ±100 for the full control effect; nearly all actives have a fitted effect of over 50% in size
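Rat TrxR1, dispensed at 90 nM, was prereduced with 400 uM NADPH (final) for 5 min at ~22 deg C, then incubated with compound 15 min before 400 uM selenite. A first-read NADPH fluorescence drop versus no-compound background flagged substrates.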
The depositor's hits bear a star; u = inconclusive; x = not tested or not shown; & = joins results of further samples; [ ] = dose if it differs, or a comment. Unless noted, calls follow the shape of the dose curve; as a rule, active = well fitted curve in the direction sought with a large enough effect; inconclusive = small, poorly fitted or top-dose-only effect, or another doubt; inactive = no such curve, though single readings can be large; an effect the other way counts as inactive or inconclusive. A portion of the library; count on the stated rates, not on these rows.

SMILES	Vif-A3G inh	Glioma ERSR ind	IDH1 R132H inh	RGS4 inh	LDHA block	USP1 inh	Vif-A3F inh	TrxR1 inh	TrxR1 substrate
NC(=O)C1CCN(C(c2ccccc2)c2nnnn2C2CCCC2)CC1 (stereo not drawn)	-7%	-2%	4%	16%	-8	-2%	1%	-12%	-8%
CCc1ccc(NC(=O)CSc2nc3ccccc3c(=O)n2CCN2CCOCC2)cc1	-3%	-3%	0%	-7%	-8	-19%	-2%	4%	-1%
Cc1cnc(C(=O)N2CCCC(C(=O)c3ccc(Cl)cc3C)C2)cn1 (stereo not drawn)	0%	-5%	0%	-1%[11.4 µM]	-2	-4%	2%	3%	-10%
COc1ccc(NC(=O)CN(c2cc(C)cc(C)c2)S(=O)(=O)c2c(C)noc2C)cc1	-2%	-3%	5%	-13%	0	u	-4%	5%	-7%
CCOCCCNC(=O)CCCn1nc(C)n2c(cc3sccc32)c1=O	-1%	-2%	0%	29%	-2	-1%	-21%	5%[57.1 µM]	4%[57.1 µM]
CC(=O)N1N=C(c2ccc3ccccc3c2)OC1(C)C	-30%	1%	11%	2%	1	-14%	-1%	-31%	131%[activator]
COc1ccccc1NC(=O)NNC(=O)c1ccc(-c2ccccc2)cc1	-7%	-4%	-5%	-20%	0	-24%	-3%	6%	-2%
CCn1c(=O)c(C(=O)NCc2cccnc2)c(O)c2ccccc21	1%	3%	-4%	-1%	3	-11%	-2%	16%	11%
COc1cccc(CN(C(=O)c2ccc(C(C)(C)C)cc2)C2CCS(=O)(=O)C2)c1 (stereo not drawn)	-1%	-2%	-2%	-15%	1	-13%	2%	11%	-6%
COc1ccc(C(Nc2ccccn2)c2c(NC(=O)c3ccco3)sc(C)c2C)cc1OC (stereo not drawn)	-5%	1%	1%	-8%	-2	-21%	-9%	10%	-1%
CCOc1cc(/C=C(\C#N)c2nc(-c3cccs3)c(NC(C)=O)s2)ccc1O	u	-5%	1%	-18%	0	48%[activator]	u	6%[57.1 µM]	-5%
CCC(=O)Nc1ccccc1-c1nc2ccccc2n(CC(=O)Nc2ccc(C)c(C)c2)c1=O	-21%	-2%	-10%	9%	-9	-10%	3%	10%	1%
COCCNC(=O)c1sc2nc3n(c(=O)c2c1C)CCC3	-3%	-4%	-5%	-10%	-6	-2%	1%	15%	-2%
O=C1CC(c2ccccc2)Cc2nc(NCc3ccco3)ncc21 (stereo not drawn)	-8%	-3%	1%	4%	-9	2%	3%	-14%	-9%
CCOc1ccc(CCNC(=O)c2cnc3sc(N4CCC(C)CC4)nn3c2=O)cc1	-3%	-3%	-7%	13%	0	-10%	3%	5%[57.1 µM]	2%[57.1 µM]
O=C(Nc1ccc(Cl)cc1)Nc1cccc2nsnc12	-2%	-1%	9%	9%	-8	2%	-12%	7%[57.1 µM]	3%[57.1 µM]
CCCC1(C(=O)OC)NC(c2ccco2)C2C(=O)N(c3ccc(C)cc3)C(=O)C21 (stereo not drawn)	-1%	-4%	-3%	24%	-11	-15%	-6%	0%	1%
CCc1ccc(N2CC(C(=O)N/N=C/c3cccc([N+](=O)[O-])c3)CC2=O)cc1 (stereo not drawn)	-25%	3%	8%	-33%	-11	-11%	-16%	31%	15%
CCCn1c(SCC(=O)Nc2ccc(F)c(Cl)c2)nc(O)cc1=O	-1%	-1%	-5%	-18%	-8	-5%	2%	-3%	-6%
CCCN1C(=O)C2(OCCO2)c2cc(Cl)ccc21	0%	1%	3%	24%	-9	-21%	-19%	16%	5%

Brought forward from above: 2 entries, followed by the next part.
SMILES	Vif-A3G inh	Glioma ERSR ind	IDH1 R132H inh	RGS4 inh	LDHA block	USP1 inh	Vif-A3F inh	TrxR1 inh	TrxR1 substrate
CCCn1c(SCC(=O)Nc2ccc(F)c(Cl)c2)nc(O)cc1=O	-1%	-1%	-5%	-18%	-8	-5%	2%	-3%	-6%
CCCN1C(=O)C2(OCCO2)c2cc(Cl)ccc21	0%	1%	3%	24%	-9	-21%	-19%	16%	5%
Cc1ccc2c(c1)cc1c(=O)n(CC(=O)N(C)c3ccccc3)nc(C)n12	-1%&3%	-2%&-2%	-7%&-3%	-2%&9%	-3&-8	-21%&-10%	-1%&-3%	21%&-4%	12%&-1%
O=C(Nc1ccc(Cl)cc1F)c1ccccc1Br	-1%	3%	3%	-15%	-10	-8%	-9%	-4%	-10%
CSCCC(NC(=O)c1ccccc1Br)C(=O)N1CCCC(C(F)(F)F)C1 (stereo not drawn)	0%	-1%	8%	7%	-6	-21%	-2%	-7%	-5%
COc1ccc(-c2nnc(NC(=O)CS(=O)(=O)c3ccc(F)cc3)o2)c(OC)c1	0%	0%	5%	-20%	4	-16%	10%	-2%[57.1 µM]	0%[57.1 µM]
OC1CCN(Cc2ccc3ccccc3c2)CC1	-3%	-7%	5%	-23%	-14	-19%	-3%	13%[57.1 µM]	10%[57.1 µM]
COc1ccc(CC(=O)OCC(=O)Nc2ccc(OC(F)F)cc2)cc1OC	-1%	-2%	-6%	20%	-11&1	-15%	-1%	22%	-5%
CC(OC(=O)CSc1ccc(F)cc1)C(=O)NC1(C#N)CCCCC1 (stereo not drawn)	1%	1%	-1%	-12%	-4	-22%	2%	8%	-2%
COCCNC(=O)C(=O)N/N=C/c1ccc(C(=O)OC)cc1	0%	-3%	6%	-4%	-8	u	0%	6%[57.1 µM]	-3%[57.1 µM]
Cc1ccc2c(CN3CC(C)CC(C)C3)cc(=O)oc2c1C (stereo not drawn)	-4%	7%	7%	7%	-2	-7%	0%	11%[57.1 µM]	13%[57.1 µM]
COC(=O)c1c(NC(=O)CCCOc2ccccc2)sc2c1CCC(C)C2 (stereo not drawn)	-3%	-1%	-2%	2%	0	-32%	10%	15%	6%
c1ccc(CNc2ncnc3[nH]ncc23)cc1	3%&-3%	-3%&-4%	8%&8%	3%&14%	-6&4	-10%&-36%	-2%&-1%	-8%[2.29 µM]	9%&0%[57.1 µM]
Cc1ccc(C(=O)OCC(=O)N2CCOCC2)cc1	-2%	1%	-5%	-3%	-5	-12%	6%	13%	3%
O=C(NCc1ccc2c(c1)OCO2)C1CCCCC1	0%	-1%	8%	-38%	2	5%	-4%	3%[2.29 µM]	5%[2.29 µM]
COC(=O)c1ccc(NC(=O)CCc2c(C)nn(-c3ccc(N4CCCC4)nn3)c2C)cc1	-2%	-2%	-6%	9%	0	-18%	7%	2%[57.1 µM]	-2%[57.1 µM]
Oc1ccc(CCNc2c3ccccc3nc3ccccc23)cc1O	2%	u	0%	-57%[56.9 µM]	13	-6%	14%	0%	15%
Cc1ccc(O)c(Cc2cc(C)cc(Cc3cc(C)ccc3O)c2O)c1	-12%	-2%	-2%	x	1	-1%	0%	x	x
O=C(c1cccnc1)N1CCN(Cc2cccc(F)c2)CC1	0%	1%	8%	-11%	u	-14%	2%	-7%	-1%
O=C(C1=C[C@@H](c2ccc3c(c2)OCO3)C[C@@H](OCCCCO)O1)N1CCN(Cc2ccc3c(c2)OCO3)CC1	-3%	-1%	0%[38.3 µM]	16%	1	-6%	4%	-6%	-4%
CCOc1cc(N2CCOCC2)c(OCC)cc1NC(=O)c1c(-c2ccccc2Cl)noc1C	6%	-5%	0%	-44%	1	-9%	-23%	3%	-9%
O=C(COC(=O)CC1CC2CCC1C2)Nc1c(F)cccc1F (stereo not drawn)	2%	-2%	4%	-17%	-3	-9%	1%	6%	-5%
CCN1CCN(C(c2cccc(F)c2)c2c(O)cc(C)n(CCOC)c2=O)CC1 (stereo not drawn)	-5%	-4%	-2%	8%	-1	u	7%	11µM*	-3%[57.1 µM]
CCOc1cc(C)c(Cl)cc1S(=O)(=O)NC1CC(C)(C)NC(C)(C)C1	-4%	-2%	-1%	9%	-6	-18%	-5%	14%	6%
Cc1ccc2oc(C(=O)NCC(c3ccco3)N3CCCC3)c(C)c2c1 (stereo not drawn)	0%	6%	-7%	-15%[56.9 µM]	0	-2%	-16%	0%[57.1 µM]	10%[57.1 µM]
CCCn1nc(NS(=O)(=O)c2ccccc2)c2cc3cc(C)ccc3nc21	-5%	-3%	-1%	-2%	0	-6%	2%	3%	14%
COc1cc(-c2cc(=O)c3c(O)c(OC)c(OC)cc3o2)cc(OC)c1O	-1%	-1%	14%	2%	15	u	-1%	-4%	0%
O=C(Nc1ccc(-n2cnnn2)cc1)C(c1ccccc1)c1ccccc1	-8%	-5%	0%	-11%	-2	-18%	4%	12%[11.4 µM]	0%[11.4 µM]
Cc1csc(NC(=O)c2cc3c(s2)CCCC3)n1	-10%	-8%	20%	10%	-4	u	-2%	5%[2.29 µM]	6%[57.1 µM]
Cc1cc(NC(=O)Cn2c(=O)c3c(ncn3CC(C)C)n(Cc3ccccc3)c2=O)no1	-2%	0%	3%	-36%	3&3	-9%	-21%	10%	2%
Cn1cnnc1Sc1ccc(C(=O)OCC(=O)Nc2ccccc2)cc1[N+](=O)[O-]	2%	-1%	4%	-5%[11.4 µM]	0	-21%	-1%	u	-9%
Cc1ccc2[nH]c(=O)c(CNC(C)C)cc2c1	2%	-3%	4%	19%	-6	0%	u	-16%	5%
